# Compound activity (PubChem BioAssay)
# RGS4 pot: potentiators or activators of RGS4. HEK293 M3R/inducible RGS4, carbachol calcium flux Fluo4; active compounds read low. B-score at 10 µM. actives 0.92% (n = 310,000). AID 463111;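 active = B-score of the integrated calcium signal more than 4 SD below the library mean, with starting fluorescence not abnormally high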;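 note: negative B-score means reduced calcium response which marks RGS4 activation or potentiation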
#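 System – HEK293 FlpIn-TREx cells, stable M3R, doxycycline-inducible RGS4 · Reagent – ECmax carbachol challenge · Times – compound preincubation 20 min at room temperature before agonist · Technique – Fluo4 fluorescence kinetic imaging of calcium · Measure – B score of integrated Fluo4 ratio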
# ANO1 block: mouse TMEM16A channel inhibition, primary screen. normalized B-score (activity score, 25-100; higher = stronger inhibition) at 10 µM. HEK293 TMEM16A/YFP iodide influx fluorescence, ionomycin. actives 1.2% (n = 310,000);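 active = ratio plate-corrected score three or more library SD toward inhibition, starting fluorescence score within five deviations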;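 note: score derived from kinetic fluorescence span divided by baseline fluorescence per well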
# KCNK3 block: human KCNK3 channel inhibition, primary screen | O14649 | CHO-KCNK3 thallium flux, FluxOR fluorescence; active compounds read low | B-score at 10 µM | actives 0.84% (n = 340,000) | AID 602410;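 active = B-score under library mean minus 4 SD, starting fluorescence ratio at most library mean plus 5 SD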;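 note: more negative B-score means stronger inhibition of thallium flux through KCNK3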
# Target sequence (O14649 whole entry, looked up): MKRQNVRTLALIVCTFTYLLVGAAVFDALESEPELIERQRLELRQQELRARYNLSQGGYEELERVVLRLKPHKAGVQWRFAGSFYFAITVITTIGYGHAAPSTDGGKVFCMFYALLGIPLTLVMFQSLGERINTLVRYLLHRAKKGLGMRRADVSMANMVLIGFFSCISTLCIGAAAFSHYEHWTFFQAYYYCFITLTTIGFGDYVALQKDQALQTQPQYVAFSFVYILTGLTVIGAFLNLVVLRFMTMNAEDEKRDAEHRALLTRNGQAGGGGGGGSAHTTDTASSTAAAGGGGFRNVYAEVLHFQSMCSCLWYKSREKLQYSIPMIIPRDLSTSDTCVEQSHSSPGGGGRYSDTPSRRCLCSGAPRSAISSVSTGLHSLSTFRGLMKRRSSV
# KCNK9 inh: inhibitors of human KCNK9 two-pore domain potassium channel. HEK293 KCNK9, FluxOR thallium flux fluorescence; active compounds read low. actives 1.2% (n = 310,000). B-score at 10 µM. Q9NPC2;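 active = ratio B-score over 3 SD below the library mean, with starting fluorescence within 5 SD of its mean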;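 note: negative B-score means less thallium flux so channel inhibition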
# KCNQ1 act: potentiators or activators of human KCNQ1 potassium channel; P51787; CHO-K1 KCNQ1, thallium flux FluxOR fluorescence; active compounds read high; B-score at 10 µM; actives 0.35% (n = 310,000); AID 2648;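 active = fluorescence ratio B-score, a plate-corrected score, at least three library SD, with initial intensity B-score within 5 SD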
# Target sequence (P51787 whole entry, looked up): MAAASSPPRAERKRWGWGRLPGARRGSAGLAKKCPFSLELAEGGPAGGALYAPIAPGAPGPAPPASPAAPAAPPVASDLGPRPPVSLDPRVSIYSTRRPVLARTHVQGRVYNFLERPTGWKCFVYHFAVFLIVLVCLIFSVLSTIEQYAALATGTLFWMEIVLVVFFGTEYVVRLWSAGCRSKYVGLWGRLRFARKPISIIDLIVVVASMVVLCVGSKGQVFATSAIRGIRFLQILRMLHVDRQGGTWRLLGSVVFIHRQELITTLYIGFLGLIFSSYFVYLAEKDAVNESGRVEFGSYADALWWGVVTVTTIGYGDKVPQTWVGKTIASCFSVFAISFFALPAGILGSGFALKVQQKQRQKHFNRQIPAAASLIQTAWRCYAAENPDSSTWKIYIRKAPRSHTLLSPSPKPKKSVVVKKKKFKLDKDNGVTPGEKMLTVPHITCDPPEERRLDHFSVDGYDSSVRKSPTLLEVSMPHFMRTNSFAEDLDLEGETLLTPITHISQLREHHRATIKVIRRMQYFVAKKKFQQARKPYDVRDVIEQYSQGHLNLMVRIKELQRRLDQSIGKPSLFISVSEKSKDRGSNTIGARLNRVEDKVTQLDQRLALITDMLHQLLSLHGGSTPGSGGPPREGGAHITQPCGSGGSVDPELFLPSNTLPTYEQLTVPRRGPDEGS
#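 Medium – assay buffer, equal DMSO in all wells · Material – CHO-K1 cell line with stable KCNQ1 potassium channel expression · Signal – kinetic FluxOR thallium fluorescence, 10-s 1-Hz baseline, 110-s post-stimulus read · Compound – single concentration per compound, DMSO matched to controls · Schedule – 37 °C overnight plating, 90-min dark dye load, 20-min compound pretreatment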
# SKKanGAS inh: inhibitors of SKKanGAS S. pyogenes growth in kanamycin (SK-promoter or general growth effect). BacTiter-Glo, 6 h. inhibition, % at 7.5 µM. actives 1.3% (n = 300,000);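 active = mean replicate score, as percent of positive control median, at least 50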;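 note: strain carries kanamycin resistance gene driven by streptokinase promoter and grows in 40 µg/ml kanamycin; loss of luminescence reflects streptokinase promoter inhibition or plain growth inhibition; 0% = median of DMSO wells and 100% = positive control at its reference dose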
# HDAC3 inh: blocks human histone deacetylase 3. O15379. recombinant HDAC3, fluorogenic peptide/trypsin coupled, fluorescence. inhibition, % at 8.3 µM. actives 0.15% (n = 320,000). AID 2718; in the data active = inhibition above about 26%, passing the limit was not always enough
# hERG protect: compounds protecting human hERG from proarrhythmic drug block; Q12809; CHO-hERG, FluxOR thallium flux, dofetilide IC70 present; activation (rescue from dofetilide block), less the hit threshold, % at 10 µM; actives 0.51% (n = 310,000); AID 1511;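 active = activation above the mean of controls blocked by dofetilide plus 5 SD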;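 note: thallium influx through hERG after potassium depolarization seen as dye fluorescence rise; in these data hits start at about 4.7%; inactives centre near -7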
# ANO1 activ: mouse TMEM16A channel activation, primary screen; Q8BHY3; actives 0.3% (n = 340,000); HEK293 TMEM16A/YFP-H148Q/I152L, iodide quench fluorescence; active compounds read low; B-score at 10 µM;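 active = fluorescence-ratio B-score plate-corrected deviation score at least 3 library SD below zero, with starting fluorescence score within 5 deviations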;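 note: channel opened by trigger with iodide after compound preincubation; score built on the fluorescence ratio of max minus min over baseline; more negative score means more quench and so TMEM16A activation or potentiation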
# KCNQ1 inh: blocks the human KCNQ1 potassium channel. P51787. CHO-K1 KCNQ1, FluxOR thallium flux fluorescence; active compounds read high. B-score at 10 µM. actives 1.3% (n = 310,000). AID 2642;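 active = compounds whose thallium flux B-score, printed positive for inhibition, exceeds three library SD while starting fluorescence stays within three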;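 note: channel opened by potassium depolarization with thallium stimulus after 20 min compound exposure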
# RGS4 inh: human RGS4 inhibition; AID 463165; P49798; actives 0.45% (n = 310,000); HEK293 M3R/RGS4 inducible, Fluo-4 calcium flux; active compounds read high; triggered by carbachol at its EC20; B-score at 10 µM;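 active = B-score, a plate-corrected calcium signal, over three deviations above library mean, with baseline fluorescence within five deviations of library mean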;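 note: RGS4 expression induced by doxycycline in cells with stable M3 receptor; B-score is computed from the integrated fluorescence ratio over baseline after carbachol; higher B-score means a larger calcium signal and so more RGS4 inhibition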
# Active calls of the source: *; i = inactive; / = no result given.
SMILES,RGS4 pot,ANO1 block,KCNK3 block,KCNK9 inh,KCNQ1 act,SKKanGAS inh,HDAC3 inh,hERG protect,ANO1 activ,KCNQ1 inh,RGS4 inh
CC(=O)c1ccc(N2CC(C)(C)C2=O)cc1,i,i,i,i,i,8,2,-6,i,i,i
COc1ccc(CN(C)S(=O)(=O)c2nnc(NC(=O)c3ccccc3OC)s2)cc1OC,i,i,i,i,i,17,2,-11,i,i,i
COc1ccc(/C=c2\sc3nc(-c4ccccc4)c(-c4ccccc4)n3c2=O)cc1OC,i,i,i,i,i,6,5,-13,i,i,i
COc1cccc(NC(=O)COC(=O)CNS(=O)(=O)c2c(F)cccc2F)c1,i,i,i,i,i,-12,1,-9,i,i,i
Cc1[nH]c2ccccc2c1C(=O)C(C)OC(=O)c1ccccc1NCCO (stereo not given),i,i,i,i,i,-6,-3,-17,i,i,i
Cc1ccc(Nc2nc(N)nc(CCl)n2)cc1,i,i,i,i,i,-4,-1,-8,i,i,4.7*
O=C(CCC(=O)Nc1ccc(F)cc1)N/N=C/c1ccccc1,i,i,i,i,i,-3,5,-3,i,i,i
O=C(NC1CCCCC1)C1CCCN(S(=O)(=O)c2cccs2)C1 (stereo not given),i,i,i,i,i,-7,-5,-4,i,i,i
COc1ccc(S(=O)(=O)CC(=O)c2cc(C)c(O)c(C)c2)cc1,i,i,i,i,i,2,4,-5,i,i,i
COc1ccccc1Nc1nc(N)nc(CN2CCC(Cc3ccccc3)CC2)n1,i,i,i,i,i,3,12,-19,i,i,i
CCCCC(=O)Nc1ccc(C(=O)N(CC)c2ccccc2C)cc1,i,i,i,i,i,4,-5,-13,i,i,i
CCc1ccc(C(=O)c2cc3ccc(O)cc3oc2=O)cc1,i,i,i,i,i,11,7,-12,i,i,i
Oc1ccc(-c2[nH]ncc2-c2ccc(Br)cc2)c(O)c1,i,i,i,i,i,-5,14,-13,i,i,i
C/C=C1\COC(C(=O)NCc2ccccc2)(C(F)(F)F)C=C1C=C1CCCCC1 (stereo not given),i,i,i,i,i,28,3,-16,i,7*,i
CN(C)S(=O)(=O)c1cccc(C(=O)Nc2ccccc2[N+](=O)[O-])c1,i,i,i,i,i,1,-3,-7,i,i,i
CCOc1ccc(C(=O)Nc2cnn(Cc3ccc(Cl)c(Cl)c3)c2)cc1,i,i,i,i,i,11,1,-6,i,i,i
O=C(NC12CC3CC(CC(C3)C1)C2)N1CCC(n2nnc3ccccc32)CC1,i,i,i,i,i,6,1,-15,i,i,i
COc1cc(C(=O)/C=C/c2cccnc2)ccc1O,i,i,i,i,i,7,2,-5,i,i,11*
C=CCNC(=O)c1ccc(CNS(=O)(=O)c2ccc(NC(C)=O)cc2)cc1,i,i,i,i,i,4,-4,-10,i,i,i
CC(C)(C)c1ccc(C2SCC(=O)N2c2cccc(C(=O)O)c2)cc1 (stereo not given),i,i,i,i,i,6,5,-5,i,i,i
COC(=O)CSc1nnc(NC(=O)/C=C\c2ccc3c(c2)OCO3)s1,i,i,i,i,i,0,2,-6,i,i,i
O=C(NN1C(=O)/C(=C/C=C/c2ccco2)SC1=S)c1ccncc1,i,i,i,i,i,21,/,-13,i,i,i
COc1ccccc1OCc1nnc(SCC(=O)Nc2ccc(N3CCOCC3)cc2)n1C,i,i,i,i,i,4,1,-6,i,i,i
O=[N+]([O-])c1ccc(OCC(O)CNC2CCCC2)cc1 (stereo not given),i,i,i,i,i,3,-1,-14,i,i,i
COc1cccc(CNC(=O)CSc2nnc3c(n2)[nH]c2ccccc23)c1,i,i,i,i,i,-6,-1,-9,i,i,i
c1ccc2oc(Cc3ccc(Cc4nc5ccccc5o4)cc3)nc2c1,i,i,i,i,i,9,/,-3,i,i,i
S=c1[nH]nc(-c2ccccc2)n1/N=C/C=C/c1ccco1,i,i,i,i,i,-2,7,-5,i,i,i
CN1CCN(/C=N/c2c(C#N)cnn2Cc2ccccc2)CC1,i,25*,i,i,i,-9,10,-13,i,i,i
COc1ccc(OC)c(/C=C2\SC(=S)N(N3CCOCC3)C2=O)c1,i,i,i,i,i,-10,4,-6,i,i,i
O=C(CSc1ccc(-c2nc3ccccc3[nH]2)cn1)Nc1ccc2c(c1)OCCO2,i,i,i,i,i,-3,-13,-1,i,i,i
O=C(CSc1nnc(CCc2ccccc2)n1-c1ccc(Cl)cc1)c1ccccc1,i,i,i,i,i,44,14,-7,i,i,i
CCN(CC)CCn1c(=S)[nH]c2ccc(Cl)cc2c1=O,i,i,i,i,i,-3,-1,-8,i,i,i
COc1ccc(OC)c(-c2cc(C(=O)N/N=C(\C)c3cccnc3)c3ccccc3n2)c1,i,i,i,i,i,21,0,-8,i,i,i
COc1ccc(/C=C/C(=O)OCC(=O)c2ccc3c(c2)NC(=O)CO3)cc1,i,i,i,i,i,-12,10,-8,i,i,i
CC(C)Cn1c(CN2C(=O)c3ccccc3C2=O)nc2ccccc2c1=O,i,i,i,i,i,-7,-5,-11,i,i,i
CC(=O)c1ccc(NC(=O)C2(c3ccccc3)CC2(Cl)Cl)cc1 (stereo not given),i,i,i,i,i,5,5,-8,i,i,i
COc1ccccc1-n1c(-c2ccc(F)cc2)coc1=O,i,i,i,i,i,-3,12,-4,i,i,i
Cc1cc(C)c(C)c(S(=O)(=O)NCCCn2ccnc2)c1C,i,i,i,i,i,4,-6,-5,i,i,i
Cc1onc(-c2c(F)cccc2Cl)c1C(=O)ONC(=O)c1ccco1,i,i,i,i,i,-7,4,-4,i,i,i
COc1ccc(C(=O)N/N=C/c2ccc(OC)c(OS(=O)(=O)c3ccccc3)c2)cc1,i,i,i,i,i,-2,-6,-7,i,i,i
O=[N+]([O-])c1cc(Br)c(O)c(/C=N/Nc2nc3ccccc3s2)c1,i,/,i,i,i,92*,/,-14,i,12*,i
CCn1cc(C(=O)O)c(=O)c2cnc(N3CCN(C(=S)NC(=O)c4ccc(Br)cc4)CC3)nc21,i,i,/,i,i,34,2,-9,/,i,i
Cc1noc(C)c1CSCC(=O)Oc1ccc(N(C)S(=O)(=O)c2ccc(Cl)cc2)cc1,i,i,i,i,i,4,-1,-10,i,i,i
O=C(Nc1cccc(S(=O)(=O)N2CCCCCC2)c1)c1ccc2c(c1)OCO2,i,i,i,i,i,1,-3,-1,i,i,i
Cc1ccc(NNC(=O)c2c(F)cccc2Cl)cc1Cl,i,i,i,i,i,3,1,-8,i,i,i
Cc1cc(CNC(=O)CC2C(=O)NCCN2Cc2ccccc2C(F)(F)F)on1 (stereo not given),i,i,i,i,i,14,1,-16,i,i,i
CCN(CC)CCNC(=O)c1ccc(CS(=O)(=O)c2ccccc2C)o1,i,i,i,i,i,4,-1,-5,i,i,i
CC(=O)c1cccc(NC(=O)c2ccccc2N(Cc2ccccc2)S(C)(=O)=O)c1,i,i,i,i,i,3,-9,-4,i,i,i
COc1cc(C(=O)Nc2cc(C)nn2-c2ccccc2)cc(OC)c1OC,i,i,i,i,i,-2,-4,-9,i,i,i
O=c1[nH]c2ccccc2n2c(-c3ccccc3)nnc12,i,i,i,i,i,7,17,-7,i,i,i
CCOC(=O)c1cccc(NC(=O)c2cccnc2)c1,i,i,i,i,i,-2,2,-8,i,i,i
Cc1cc(C)cc(NC(=S)NCCCO)c1,i,i,i,i,i,1,2,-7,i,i,i
CN1CC(=O)Nc2ccc(Br)cc2C1=O,i,i,i,i,i,-1,2,-5,i,i,i
CCOc1ccccc1NC(=O)c1cccc(NC2=NC3CS(=O)(=O)CC3S2)c1 (stereo not given),i,i,i,i,i,-3,/,-8,i,i,i
COCCCC1CCN(C(=O)C2CCC(=O)N(CCc3ccccc3)C2)CC1 (stereo not given),i,i,i,i,i,0,-2,-5,i,i,i
COc1ccccc1NC(=O)C(=N\O)/C(C)=N/O,i,i,i,i,i,-5,1,-11,i,i,i
Cc1ccc(C(=O)NC2CC(C)(C)NC(C)(C)C2)cc1S(=O)(=O)N1CCCCC1,i,i,i,i,i,18,/,-8,i,i,i
O=C(NC(=S)N1CCN(Cc2ccccc2)CC1)c1ccccc1,i,i,i,i,i,4,1,2,i,i,i
Cc1ccc(C2=NN(Cc3nnc(-c4ccccc4)o3)C(=O)SC2)cc1,i,25*,i,i,i,-7,5,-3,i,i,i
O=C(NCCN1CCOCC1)c1ccc(CS(=O)c2ccccc2Cl)o1 (stereo not given),i,i,i,i,i,5,-2,-4,i,i,i

# The results go on.
SMILES,RGS4 pot,ANO1 block,KCNK3 block,KCNK9 inh,KCNQ1 act,SKKanGAS inh,HDAC3 inh,hERG protect,ANO1 activ,KCNQ1 inh,RGS4 inh
Cc1cccc(-c2noc(CN(C)C(=O)COc3ccccc3)n2)c1,i,i,i,i,i,-3,4,-5,i,i,i
Fc1cccc(-c2cc3nc(-c4ccccc4)cc(N4CCC5(CC4)OCCO5)n3n2)c1,i,i,i,i,i,7,-5,-3,i,i,i
C=CCn1c(=NC(=O)c2ccc(S(=O)(=O)N3CCc4ccccc4C3)cc2)sc2cc(S(N)(=O)=O)ccc21,i,i,i,i,i,15,0,-14,i,i,i
CC1=CC(=NOC(=O)/C=C/c2ccccc2)C=C(C)C1=O,/,i,i,/,/,8,-5,/,i,/,/
Cc1c(NC(=O)C(C)N2CC(C)OC(C)C2)c(=O)n(-c2ccccc2)n1C (stereo not given),i,i,i,i,i,2,-3,-5,i,i,i
CC1(C)Cc2ccccc2C(NNC(=O)c2ccccc2)=N1,i,i,i,i,i,6,-6,-11,i,i,i
Cc1cc(NS(=O)(=O)Cc2ccccc2)no1,i,i,i,i,i,0,-3,-4,i,i,i
O=C(CSc1ncccc1C(=O)O)NCc1ccc(F)cc1,i,i,i,i,i,9,-8,-1,i,i,i

# One compound at a time (already shown). Order of values: RGS4 pot | ANO1 block | KCNK3 block | KCNK9 inh | KCNQ1 act | SKKanGAS inh | HDAC3 inh | hERG protect | ANO1 activ | KCNQ1 inh | RGS4 inh
# Profile of CCOC(=O)c1cccc(NC(=O)c2cccnc2)c1 → i | i | i | i | i | -2 | 2 | -8 | i | i | i
# Profile of CCn1cc(C(=O)O)c(=O)c2cnc(N3CCN(C(=S)NC(=O)c4ccc(Br)cc4)CC3)nc21 → i | i | / | i | i | 34 | 2 | -9 | / | i | i
# Profile of COc1cc(C(=O)/C=C/c2cccnc2)ccc1O → i | i | i | i | i | 7 | 2 | -5 | i | i | 11*
